Screening results deposited in PubChem by several laboratories.
West Nile antiviral = West Nile virus antiviral activity, cell-based, CPE readout (AID 1621) | 290,000 tested, 0.02% active | CPE inhibition, % at 10 µM; hits with a dose series show IC50 in µM | West Nile virus-infected cells, CPE inhibition; higher % means a stronger effect; in the data active = a potency from the dose series; inconclusive = CPE inhibition mostly from about 3.7% at the one dose, without a potency; inactive = the rest, 99 in 100 with CPE inhibition below about 2.2%; also: strong numbers were not always called active
Yfh1-off respiration = enhancers of respiration in Yfh1-depleted yeast, dose response, Friedreich's ataxia, plus single-dose screen (AID 1465). S. cerevisiae Yfh1-off respiration, WST-1 reduction, 72 h; higher fold induction means a stronger effect. fold induction at 50 µM; hits with a dose series show EC50 in µM. 220,000 tested, 0.074% active;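 active = fold induction of absorbance versus untreated yeast above a set limit, then at least 30% activation at any dose in follow-up; inconclusive = repeats straddling the limit, or above it without dose testing; inactive = fold induction below the set limit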;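 also: activators that raise dye reduction in frataxin-depleted yeast; strong numbers were not always called active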
RSV CPE inhibition = RSV antiviral activity via CPE protection, HEp-2 cells, primary 10 µM value included (AID 2391) | CPE inhibition, % at 10 µM, or IC50 in µM where a hit was titrated | 310,000 tested, 0.13% active | HEp-2 cells, RSV-induced CPE inhibition; higher % means a stronger effect; in the data active = a potency from the dose series; inconclusive = CPE inhibition mostly from about 23% at the one dose, without a potency; inactive = the rest, 99 in 100 with CPE inhibition below about 21%; also: strong numbers were not always called active
Dengue-2 NS5 capping = Dengue-2 NS5 methyltransferase inhibitors, primary screen, biochemical, confirmation dose response (AID 588689); Genome polyprotein (Dengue virus type 2 (strain 16681-PDK53)); Dengue-2 NS5 methyltransferase capping enzyme assay, biochemical; higher % means a stronger effect; inhibition, % at 25 µM, or IC50 in µM where a hit was titrated; 340,000 tested, 0.3% active; in the data active = a potency from the dose series; inconclusive = inhibition above about 29% without an active follow-up result
SV40 large T antigen = SV40 large T antigen inhibitors, biochemical (AID 1903) | SV40 large T antigen ATPase/helicase inhibition assay; higher % means a stronger effect | 310,000 tested, 0.39% active | inhibition, % at 20 µM, or IC50 in µM where a hit was titrated; in the data active = a potency from the dose series; inconclusive = inhibition mostly from about 32% at the one dose, without a potency; inactive = the rest, 99 in 100 with inhibition below about 32%; also: strong numbers were not always called active
XIAP displacement = XIAP antagonists, biochemical, IAP family, fluorescence polarization (AID 1018); XIAP BIR domain, fluorescence polarization peptide displacement; higher % means a stronger effect; displacement, % at 20 µM, or IC50 in µM where a hit was titrated; 200,000 tested, 0.007% active; in the data active = displacement above about 50%; also: a part of the inactive calls stands beside numbers as strong as those of hits
WT yeast gro inh = growth inhibition of WT strain, primary screen, mitochondrial fusion inhibitor project, WT and mutant strains, chemical genetic. mitochondrial fusion phenotypic screen. inhibition, % at 10 µM. 190,000 tested, 2.1% active. AID 1362, 2008; in the data active = inhibition above about 58%; tested in S. cerevisiae
UTI89 phage lysis = inhibition of K1F phage lysis, E. coli UTI89, bacterial capsule biogenesis inhibitors, alamar blue (AID 488966); 340,000 tested, 0.02% active; inhibition, % at 100 µM, or IC50 in µM where a hit was titrated; E. coli UTI89 K1F phage lysis, alamar blue, 2 h; higher % means a stronger effect;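 active = phage lysis inhibition, versus mean bacterial control, above a set limit; inconclusive = no clear call, values can overlap the other calls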;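 also: capsule biogenesis inhibitors block K1F phage lysis so surviving cells raise fluorescence; higher fluorescence means more inhibition of phage lysis; actives were called in the ten point dose series up to 300 µM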
CSM14.1 death rescue = rescue of cells from ER stress-induced death, primary screen, 384-well, CSM14.1, thapsigargin, ATP luminescence (AID 1222). CSM14.1 thapsigargin-induced death rescue, ATP luminescence; higher % means a stronger effect. one-dose cellular ATP content (survival), % at 20 µM; EC50 in µM for titrated hits. 190,000 tested, under 10 active;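 active = EC50 below 50 µM in the dose-response confirmation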;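 also: death triggered by thapsigargin at about 15 µM added after 2 h compound pretreatment; cell ATP read after overnight thapsigargin exposure of roughly 18 to 22 hours; normalized against plate controls of thapsigargin alone and 5% DMSO vehicle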
WT yeast gro inh mutant strain = further read-out of WT yeast gro inh, marked with its call; inhibition, %; mitochondrial fusion phenotypic screen, mutant strain inhibition
Dengue-2 NS5 capping pilot replicate = also measured in Dengue-2 NS5 capping; calls as there; inhibition, %; measured here: pilot screen replicate inhibition
Active calls of the source: *; i = inactive; ? = inconclusive; nt = no result given; [ ] = remark or other dose. Rows were taken by chance. About 2.2% of those tested had a hit in this group.

SMILES | West Nile antiviral | Yfh1-off respiration | RSV CPE inhibition | Dengue-2 NS5 capping | SV40 large T antigen | XIAP displacement | WT yeast gro inh | WT yeast gro inh mutant strain | UTI89 phage lysis | CSM14.1 death rescue | others
COCCn1c(-c2ccc(-c3ccccc3Cl)o2)nc2c1c(=O)[nH]c(=O)n2CC(C)C | 0.3% | i | 4.4% | 16% | 6% | -3.7% | -7 | 6 | 0.2% | -0.6%
COc1ccc(NC(=O)CN(C)C(=O)c2ccccc2Sc2ncnc3sc(C)c(C)c23)cc1 | nt | nt | -1.6% | -8% | 15% | nt | nt | nt | -0.9% | nt
COc1ccccc1OCC(=O)Sc1ccc(C)cc1 | -0.6% | i | 0.4% | -29% | 28% | -0.7% | 3 | 11 | 0.6% | -2.4%
COc1ccc(S(=O)(=O)NCCC(C)C)cc1OC | -0.2% | i | -1.2% | -3% | -1% | -1.6% | 10 | -3 | 1.6% | 0.6%
Cc1ccc(S(=O)(=O)/N=C(/c2ccccc2)N2CCOCC2)c(C)c1 | -0.7% | i | 1.1% | nt | 14% | -9.6% | -4 | 13 | nt | 0.5%
O=c1c2ccccc2ncn1-c1ccc2c(c1)OCCO2 | -1.1% | i | 1.1% | -2% | -3% | 2.3% | 16 | 5 | 6.8% | -0.7%
Clc1ccccc1-c1nnn(Cc2ccc(-c3nn[nH]n3)cc2)n1 | 0.1% | i | 1.1% | 3% | 4% | -2.0% | 4 | 18 | -0.2% | -1.8%
Cc1ccc([N+](=O)[O-])c2c1C(N1CCCCC1)C(C)(C)O2 (stereo not drawn) | -0.6% | i | 2.9% | -10% | 10% | -4.0% | 5 | 4 | 0.1% | nt
COc1cc(/C=C2\C(=N)N3N=CSC3=NC2=O)ccc1OS(=O)(=O)c1ccccc1 | -0.3% | nt | 0.4% | 5% | 20% | nt | nt | nt | -0.4%[50 µM] | nt
c1ccc2c(SCc3cn4cccnc4n3)ncnc2c1 | 0.6% | i | 0.7% | -4% | -6% | -2.3% | 5 | 23 | 0.7% | -0.7%
CCc1nnc(NC(=O)CCN(c2cc(C)cc(C)c2)S(=O)(=O)c2ccc(Cl)cc2)s1 | -0.6% | i | 3.3% | -1% | -3% | -0.6% | 2 | 23 | 4.3% | 1.1%
COc1ccccc1N(C)S(=O)(=O)c1ccc(C(=O)OCC(=O)N2CCC2)cc1 | -0.4% | i | 1.1% | -1% | 8% | -3.8% | -12 | -3 | -0.1% | -1.8%
CCOC(=O)N1CCC(N(C(=O)Nc2ccccc2)C(C)CC)CC1 (stereo not drawn) | 1.1% | i | 0.9% | -1% | 4% | -9.4% | 14 | -7 | 0.1% | -7.3%
COc1ccc(-n2c(Cc3cccs3)nnc2SCC(=O)Nc2ccc3c(c2)OCCO3)cc1 | 1.7% | i | 1.6% | 2% | 0% | -2.5% | -7 | -5 | -0.1% | 6.6%
C(#Cc1ccccc1)C[N+]1(CC#Cc2ccccc2)CCCCC1 | 1.8% | i | 0.3% | -2% | 9% | -5.1% | -4 | -1 | 3.8% | 0.8%
Cc1nc(NC(=O)c2ccccc2)sc1-c1csc(Nc2ccc(F)cc2)n1 | -0.1% | i | 0.2% | nt | 12% | -1.4% | 23 | 11 | nt | 1.4%
CC(=O)c1ccc(C(=O)NC2CCCN(Cc3ccc(Cl)cc3)C2)s1 (stereo not drawn) | -0.9% | nt | 0.9% | -2% | 5% | nt | nt | nt | -0.3% | nt
O=C(Nc1ccccn1)c1ccc([N+](=O)[O-])cc1Cl | -0.4% | i | 3.6% | 3% | 9% | -8.3% | -4 | -9 | 3.4% | 0.5%
CN(C)NC(=O)c1cccc(Cl)c1 | 0.9% | i | 0.5% | nt | 10% | nt | nt | nt | nt | nt
O=C(NNS(=O)(=O)c1ccc(Cl)cc1)c1cccs1 | 0.4% | i | 0.5% | -9% | 22% | -4.1% | -8 | 8 | 0.1% | -0.3%
CC1(C)NC(=O)N(CCCOc2ccc(Br)cc2Cl)C1=O | 0.5% | i | 3.9% | -2% | -3% | -2.3% | -5 | 5 | 3.6% | -2.9%
CC(C)C(=O)N1CCN(c2cc(N3CCN(C)CC3)c(F)cc2[N+](=O)[O-])CC1 | 0.7% | i | -0.7% | 1% | 1% | -1.9% | -5 | 2 | 6.2% | 0.1%
COc1ccccc1CN(CC(=O)NCc1ccco1)C(=O)CNS(=O)(=O)c1ccc(C)cc1 | -0.3% | i | 1.7% | 0% | 24% | -3.1% | -54 | -15 | -0.3% | -3.0%
C=CCn1c(CCNC(=O)c2cccs2)nnc1SCC(=O)Nc1cccc(C(C)=O)c1 | -0.1% | i | -0.5% | 2% | 14% | -2.2% | 12 | -5 | 6.3% | 5.3%
CCc1ccc(NC(=O)COn2nnc3ccc(S(=O)(=O)N(C)C)cc32)cc1 | -0.1% | i | 17% | 0% | 5% | -7.4% | 22 | 8 | 0.3% | -2.0%
OC(CNCC1CCCO1)COc1ccc(OCC(O)CNCC2CCCO2)cc1 (stereo not drawn) | 0.2% | i | -1.7% | 0% | 8% | 0.7% | -16 | -5 | 0.3% | 2.2%
CCC(CC)C(=O)Nc1cccc(C(=O)Nc2ccc3c(c2)OCO3)c1 | -0.8% | i | 0.2% | 5% | 3% | -0.1% | 9 | 18 | 2.9% | -3.2%
O=C(CCSc1nnc(-c2ccc(O)cc2)o1)N1CCOCC1 | -0.1% | i | 1.2% | nt | 22% | -3.9% | 6 | 10 | 0.0% | -0.4%
CC(=O)c1ccc(Nc2c([N+](=O)[O-])ccc3nonc23)cc1 | 0.0% | nt | 7.3% | 2% | 2% | nt | nt | nt | 1.2%[50 µM] | nt
C=CCOc1ccc(C(=O)Nc2ccc3c(c2)n(C)c(=O)n3C)cc1 | -0.5% | nt | 2.8% | 1% | 29% | nt | nt | nt | -0.1% | nt | Dengue-2 NS5 capping pilot replicate=2.4
COc1ccc(/C=N/c2nc3ccccc3n2CCN2CCCCC2)cc1OC | -0.5% | i | -0.2% | 1% | 11% | 0.7% | 1 | 4 | 3.7% | -2.3%
CCN(Cc1cnn(C)c1)C(=O)C1CCC(=O)N(CCc2ccc(OC)cc2)C1 (stereo not drawn) | 0.2% | nt | nt | -10% | 9% | nt | nt | nt | 0.3% | nt
CN(CCOc1ccc(Cl)cc1)CC(O)c1ccccc1 (stereo not drawn) | -0.2% | nt | -2.9% | 2% | 4% | nt | nt | nt | -0.1% | nt
O=C(CSc1nnc(SCc2ccc(Cl)cc2)s1)N/N=C/c1ccc(C(=O)O)cc1 | 0.5% | i | -0.3% | -6% | 16% | nt | nt | nt | 0.0% | nt
Nc1nc(CSc2nnnn2-c2ccccc2)nc(N2CCCc3ccccc32)n1 | -0.1% | i | 22% | -1% | 0% | -5.0% | 60* | -5.9* | 3.2% | -2.0%
Cc1cc(C)c2sc(N(CCCN(C)C)C(=O)c3ccc(S(=O)(=O)N4CCc5ccccc5C4)cc3)nc2c1 | nt | nt | -2.6% | -4% | 3% | nt | nt | nt | -1.6% | nt
CC(/C=N/N1CCN(c2ccc(C)cc2)CC1)=C\c1ccccc1 | -0.3% | i | 2.6% | -2% | 0% | -10% | 0 | -18 | 2.1%[50 µM] | -1.3%
Cc1cccc(-n2c(-c3ccoc3C)n[nH]c2=S)c1 | 0.5% | i | 1.1% | 9% | 11% | -5.3% | 0 | 3 | 0.2% | -0.8%
COC(=O)Cc1ccc(NC(=S)N2CCN(c3cccc(O)c3)CC2)cc1 | -0.8% | i | 12% | -2% | 15% | -4.7% | 12 | 6 | 2.7% | 0.1%
CSCCC(NC(=O)c1ccc([N+](=O)[O-])cc1Cl)C(=O)OCC(=O)N(C)C (stereo not drawn) | 1.2% | i | 5.2% | -7% | 0% | -5.6% | -9 | -9 | 0.9%[50 µM] | -1.9%
O=C(COC(=O)c1ccco1)Nc1cccc(Br)c1 | 0.0% | i | 0.5% | -5% | 0% | -1.1% | 1 | 23 | -0.5% | -2.3%
COc1ccc(Cl)cc1NC(=O)Cn1cccc1 | -0.9% | i | -0.8% | -10% | 3% | -4.8% | -18 | -9 | 2.9% | -1.3%
CCN1CCCC1CNS(=O)(=O)c1cccc(C(F)(F)F)c1 (stereo not drawn) | 0.0% | i | -0.7% | -4% | 7% | -3.8% | -9 | -7 | 0.3% | -0.9%
CC1(C)CC(=O)c2c(n(S(=O)(=O)c3ccccc3)c3ccc(NS(=O)(=O)c4ccccc4)cc23)C1 | -0.9% | i | 13% | 5% | 8% | 0.7% | 0 | 0 | 0.2% | 2.1%
COc1ccccc1N1CCN(C(C)C(=O)Nc2ccc(S(=O)(=O)N3CCOCC3)cc2)CC1 (stereo not drawn) | -0.9% | i | 1.3% | -8% | 0% | -8.5% | -21 | -2 | 0.4% | 0.6%
COc1cc([N+](=O)[O-])ccc1NC(=O)NCc1cccnc1 | -0.4% | nt | 1.7% | -4% | 6% | nt | nt | nt | 0.9%[50 µM] | nt
CN(CC(=O)Nc1cccc(F)c1)C(=O)CCCc1cccs1 | -1.0% | i | 2.5% | -7% | 12% | -1.6% | 0 | -2 | 1.7%[50 µM] | -0.8%
COc1ccc(Br)cc1CNC(=O)Cc1cccs1 | -1.1% | nt | 1.8% | -3% | 2% | nt | nt | nt | 0.2%[50 µM] | nt
CCOC(=O)N1CCN(C(=O)c2cc(COc3ccc4ncccc4c3)on2)CC1 | -1.3% | i | 2.6% | nt | -4% | -5.9% | -2 | -28 | 0.8% | 9.1%
COC(=O)c1ccc(-c2ccco2)n1Cc1nc(-c2ccc(OC)c(OC)c2)oc1C | -0.3% | ? | 48% | -5% | 18% | 0.8% | 12 | 13 | -0.4% | nt
COc1ccc(CN2C(=O)c3ccccc3C2C(=O)NCCc2ccccc2)c(OC)c1 (stereo not drawn) | -0.9% | i | 12% | -10% | 15% | -0.2% | -5 | -3 | -0.1% | -5.0%
O=C(NC1CCCCC1)C1CN(S(=O)(=O)c2ccccc2)CCN1S(=O)(=O)c1ccccc1 (stereo not drawn) | -0.7% | i | 1.4% | -6% | 4% | 2.7% | -5 | -4 | 0.6% | 2.3% | Dengue-2 NS5 capping pilot replicate=-0.3
